Source: PubChem (National Center for Advancing Translational Sciences (NCATS))
KB-V1 cytotox: kills drug-selected multidrug resistant KB-V1 cells | KB-V1 MDR cells viability, CellTiter-Glo, 72 h | Potency, µM (top dose mostly 46.1 µM), inactives show at the top dose activity change, negative = cytotoxicity, hits mostly cytotoxic | hit rate 3.4% among 400,000; further: potency means the concentration at half of the fitted maximal effect; on the % scale 0 is the no-effect control and ±100 the full control effect; nearly all actives have a fitted effect of over 60% in size
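KB-V1 cells (P-gp-expressing MDR subline of KB-3-1) in phenol-red-free DMEM with 10% FBS were exposed to library compounds over a concentration series for 72 h at 37 degrees C. Viability read by CellTiter-Glo luminescence; concentration-effect curves fitted after normalization.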
KB-3-1 tox: KB-3-1 parental cell cytotoxicity; KB-3-1 viability, CellTiter-Glo ATP luminescence, 72 h; Potency, µM (doses to about 46.1 µM), without a hit: at the highest dose activity change, negative = cytotoxic, most hits filed as cytotoxic; hit rate 1.4% among 400,000; further: potency means the concentration at half of the fitted maximal effect; on the % scale 0 is the no-effect control and ±100 the full control effect; nearly all actives have a fitted effect of over 60% in size
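Cytotoxicity measured as CellTiter-Glo luminescence after 72 h at 37 C. Compound titrations were pinned onto drug-naive KB-3-1 parental adenocarcinoma cells grown in DMEM with 10% FBS, and normalized data fitted to concentration-response curves.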
DRD3 agonist: D3 dopamine receptor (human) agonism; P35462; D3R DiscoveRx beta-arrestin cells, luminescence, 90 min; max activation, %; hit rate 0.58% among 410,000; in the data active means max activation above about 30%; further: 0% is about no effect; mostly tested at two doses, the higher about 12 µM
Target sequence (P35462 whole entry, looked up): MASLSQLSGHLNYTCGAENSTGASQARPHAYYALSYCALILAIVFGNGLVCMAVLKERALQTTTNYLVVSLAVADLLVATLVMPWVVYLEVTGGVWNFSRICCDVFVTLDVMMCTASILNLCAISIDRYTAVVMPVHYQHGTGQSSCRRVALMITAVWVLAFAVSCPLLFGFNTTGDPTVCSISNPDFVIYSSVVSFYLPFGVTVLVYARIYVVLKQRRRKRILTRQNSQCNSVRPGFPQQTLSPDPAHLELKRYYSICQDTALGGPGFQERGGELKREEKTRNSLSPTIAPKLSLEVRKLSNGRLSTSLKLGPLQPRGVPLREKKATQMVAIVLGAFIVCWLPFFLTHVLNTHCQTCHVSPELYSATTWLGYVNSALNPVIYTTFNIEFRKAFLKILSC
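Cells at 1500/well, incubated overnight, then treated with pinned compounds (dopamine as control) for 90 min at 37 degrees C. DiscoveRx reagent added for 30 - 60 minutes at room temperature; luminescence read.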
* = called active by the depositor; u = inconclusive. Unless noted, the call rests on the fitted dose curve; in most records, active means well fitted cell-killing curve with a large enough effect; inconclusive means small, poorly fitted or top-dose-only effect, or effect the other way; inactive means flat fitted curve, though single readings scatter. A portion of the library; rates above refer to the full screens.

SMILES | KB-V1 cytotox | KB-3-1 tox | DRD3 agonist
CCc1cccc(NC(=O)Cn2c(=O)c(C(F)(F)F)nc3ccccc32)c1 | 36% | -6% | 8
COc1ccc(OC)c(NC(=O)CN(C)S(=O)(=O)c2ccc3[nH]c4c(c3c2)CCCC4)c1 | -7% | -2% | -1
CCOC(=O)c1[nH]c2ccccc2c1NC(=O)c1ccc(OC)c(OC)c1 | -6% | 12% | -6
Cc1ccc(C)c(Cn2c(C3CC(=O)N(c4ccccc4C)C3)nc3ccccc32)c1 (stereo not given) | -18% | 0% | -4
FC(F)(F)Oc1ccc2c(c1)NC(c1ccncc1)=NC(c1cccs1)=N2 | 2% | 2% | -7
CCCCC(CC)CNC(=O)CCCc1nnc2n(CCC)c(=O)c3sccc3n12 (stereo not given) | -20% | 1% | 17
COc1cccc(C(=O)Nc2cc(-c3ccccc3)no2)c1 | 0% | -7% | -10
Cc1nn(-c2ccccc2)c(-n2cccc2)c1C(=O)NCCCN1CCN(c2ccccc2F)CC1 | 12% | -15% | 0
COc1ccc(CNC(=O)CCS(=O)(=O)c2cc3c4c(c2)CCN4C(=O)CC3)cc1 | u | 9% | 9
CC(=O)c1cccc(NS(=O)(=O)c2ccc3c(c2)NC(=O)CC(=O)N3)c1 | u | 0% | 1
CNc1ccc(-c2nc(-c3ccccc3C)no2)cc1[N+](=O)[O-] | 1% | -2% | 3
COc1ccc(Cl)cc1NC(=O)C1CCN(S(=O)(=O)c2ccc3c(c2)CCCN3C(=O)C2CCC2)CC1 | 15% | 2% | 8
CC(=O)c1cccc(NC(=O)c2noc3c2CCCC3)c1 | u | -3% | -7
CCN(C(=O)c1cn(C)c(=O)c2ccccc12)c1cccc(C)c1 | u | -7% | -17
CC(C)c1ccc(-c2noc(SCC(=O)N3CCN(c4ccccc4F)CC3)n2)cc1 | -1% | 1% | 9
CCOc1cc(C(=O)NCCc2csc3nc(-c4ccccc4F)nn23)cc(OCC)c1OCC | 4% | 4% | -25
CCc1nnc2c(Nc3cccc(C(C)=O)c3)nc3ccccc3n12 | -9% | -5% | 3
COc1ccc(CNC(=O)C2CCCCN2S(=O)(=O)c2ccc(F)cc2)cc1 (stereo not given) | -6% | -4% | -13
CCc1ccc(C(=O)NC2=NC(c3cc(OC)ccc3OC)CC(=O)N2)cc1 (stereo not given) | 14% | -4% | 6
Cc1ccc2c(=O)cc(C(=O)Nc3ccc(S(=O)(=O)N4CCC(C)CC4)cc3)oc2c1C | 14% | 3% | -10
COc1ccc2c(c1)cc1c(=O)n(CC(=O)NC3CCCCC3)nc(C)n12 | 0% | -3% | 0
COc1ccccc1N1CCN(C(CNC(=O)C(=O)NCc2ccc(F)cc2)c2cccnc2)CC1 (stereo not given) | -7% | u | 3
O=S(=O)(Nc1nc2n(n1)C(c1ccc(F)cc1)C=C(c1ccccc1)N2)c1ccc(Cl)cc1 (stereo not given) | 8% | 1% | 20
CCn1c(=O)n(CC)c2cc(N3CCCCC3)c(NC(=O)Nc3ccccc3C(F)(F)F)cc21 | 0% | -22% | 0
Cc1ccc(-n2ncc3c(Nc4ccc(Oc5ccccc5)cc4)ncnc32)c(C)c1 | -3% | -2% | 2

(listing goes on)
SMILES | KB-V1 cytotox | KB-3-1 tox | DRD3 agonist
Cc1ccc(-c2c3c(=O)n(C)c(=O)n(C)c3cn2-c2cc(C)ccc2O)cc1 | 3% | -20% | -5
COc1cc(CSc2ncc(CO)n2Cc2ccc(C)cc2)cc(OC)c1 | -9% | 0% | -4
COc1ccc(OC)c(CCNC(=O)c2cnn(-c3ccc(C)cc3C)c2C2CCN(C(=O)OC(C)(C)C)CC2)c1 | 0% | 0% | 0
O=C(NCc1ccccc1Cl)c1ccc2c(c1)nnn2C1CCCC1 | 0% | 4% | -11
CC(C)c1noc(-c2ccccc2OCC(=O)Nc2ccc([N+](=O)[O-])cc2)n1 | 6% | -1% | 4
CCOc1ccccc1N(C)C(=O)c1cc(S(=O)(=O)NCCc2ccc(Cl)cc2)ccc1F | -20% | u | -2
CCCCOC(=O)CSc1nnc(-c2ccc(C)cc2)o1 | 14% | 12% | -11
Cc1ccc(CN2c3ccccc3-c3nc(SCC(=O)NCc4ccccc4)ncc3S2(=O)=O)cc1 | u | -3% | -8
CCc1ccc(CNC(=O)c2sc3ncnc(N(C)C4CCCCC4)c3c2C)cc1 | -1% | -2% | 6
CCc1ccc(CNC(=O)c2ccc(-c3nc(CS(=O)(=O)c4ccccc4)c(C)o3)cc2)cc1 | -11% | 2% | -9
CCc1cccc(C)c1NC(=O)C(CC)Sc1nc2ccncc2[nH]1 (stereo not given) | -23% | 12% | 0
Cc1nnc2c(N3CCN(c4ccccc4F)CC3)nc3ccc(C(=O)c4ccccc4)cc3n12 | -14% | 4% | 9
CCOc1ccc(NC(=O)CSc2ncc3c(n2)-c2ccccc2N(C)S3(=O)=O)cc1 | 6% | -5% | 0
CSc1ccc(CCNC(=O)CCc2c(C)nc3c(c(C)nn3-c3ccccc3)c2C)cc1 | 18% | 8% | 0
O=C(OCc1cc(=O)n2nc(-c3cccs3)sc2n1)c1ccc(F)cc1 | 29% | 3% | 10
CCOCCc1nn2c(=O)cc(COC(=O)c3ccccc3OC)nc2s1 | -7% | -2% | 1
CC(C)Oc1ccc(CNC(=O)c2cnc3sc(N4CCCCC4)nn3c2=O)cc1 | u | -6% | 1
CCCc1ccc(S(=O)(=O)N2CCC(c3nnc(-c4cccc(C)c4)o3)CC2)cc1 | 0% | u | -10
Cc1c(Cl)cccc1Nc1nn2c(=O)c3ccc(C(=O)N(C)Cc4ccccc4)cc3nc2s1 | u | u | -12
Cc1cccc(Nc2nn3c(=O)c4cc5c(cc4nc3s2)OCO5)c1 | 9% | 0% | -2
Cc1ccc(C)c(N2CCN(C(=O)c3cc4ccc5cccnc5c4[nH]3)CC2)c1 | -27% | -7% | 1
O=C(CC1N=C2c3ccccc3N=C(SCc3ccc(Cl)cc3)N2C1=O)NCc1cccs1 (stereo not given) | 5% | 6% | -2
O=C(Cn1c(=O)oc2ccccc21)NCc1cccc(Cl)c1 | 0% | -2% | -8
Cc1cccc(N(C)C(=O)CN(C)S(=O)(=O)c2ccc3[nH]c4c(c3c2)CCCC4)c1 | -11% | -11% | -1
COc1ccccc1CNC(=O)c1cc2cccc3c2n1CCS3 | 0% | -3% | 4

Shown with each value named: entries from further up
> CCc1ccc(CNC(=O)c2ccc(-c3nc(CS(=O)(=O)c4ccccc4)c(C)o3)cc2)cc1
  KB-V1 cytotox = -11%
  KB-3-1 tox = 2%
  DRD3 agonist = -9
> CCc1cccc(C)c1NC(=O)C(CC)Sc1nc2ccncc2[nH]1 (stereo not given)
  KB-V1 cytotox = -23%
  KB-3-1 tox = 12%
  DRD3 agonist = 0
> Cc1nnc2c(N3CCN(c4ccccc4F)CC3)nc3ccc(C(=O)c4ccccc4)cc3n12
  KB-V1 cytotox = -14%
  KB-3-1 tox = 4%
  DRD3 agonist = 9
> CCOc1ccc(NC(=O)CSc2ncc3c(n2)-c2ccccc2N(C)S3(=O)=O)cc1
  KB-V1 cytotox = 6%
  KB-3-1 tox = -5%
  DRD3 agonist = 0

Back to the main list, starting 2 compounds before the break.
SMILES | KB-V1 cytotox | KB-3-1 tox | DRD3 agonist
Cc1cccc(N(C)C(=O)CN(C)S(=O)(=O)c2ccc3[nH]c4c(c3c2)CCCC4)c1 | -11% | -11% | -1
COc1ccccc1CNC(=O)c1cc2cccc3c2n1CCS3 | 0% | -3% | 4
CCOc1cccc(C(=O)Nc2ccc(NC(=O)c3ccc(Br)cc3)cc2)c1 | 8% | 17% | -21
CCOc1ccccc1-n1nnc(-c2nsc(NC(=O)c3ccc(C)cc3)n2)c1C | -22% | u | -13
Cc1cc(C)cc(NC(=O)NCc2c(-n3cccc3)sc3c2CCCC3)c1 | 0% | 10% | -19
Cc1ccc(NS(=O)(=O)c2c(C)nc3sccn3c2=O)c(Cl)c1 | -25% | -12% | -8
Cc1cccc(CNC(=O)Cn2c(-c3cccs3)cc3ccccc32)c1 | 0% | -9% | -12
COc1ccc(CCNC(=O)c2c(C)oc3ncn(CC(C)C)c(=O)c23)c(OC)c1 | 19% | 8% | 2
COc1ccc(S(=O)(=O)c2c(Nc3ccc(F)cc3)sc(C(=O)c3ccc4c(c3)OCO4)c2N)cc1 | u | -4% | 2
O=C(Nc1ccc(Cl)c(C(F)(F)F)c1)C(Cc1ccccc1)NS(=O)(=O)c1ccc(Br)s1 (stereo not given) | 0% | 14% | -2
Cc1ccc(-c2ccc(CCC(=O)O)n2-c2ccc(C)c(Cl)c2)cc1 | 3% | -8% | -6
CCOc1ccc(-c2nnc(Nc3ccc(S(N)(=O)=O)cc3)c3ccccc23)cc1 | 20% | 18% | 8
Cc1ccc(C(=O)OCc2cc(=O)n3nc(CC(C)C)sc3n2)cc1 | u | 13% | -7
Cc1ccccc1OCc1ccc(-c2nc(C#N)c(N3CCC(C(N)=O)CC3)o2)o1 | -2% | 3% | 6
COc1ccc(NC(=O)CC2Nc3ccccc3NC2=O)cc1 (stereo not given) | 1% | -6% | 3
COc1ccc(Cc2nc3ccc(C(=O)NCCc4ccccc4)cc3o2)cc1 | 21% | -2% | -28
CCOC(=O)C(C)Sc1nc(-c2ccccc2Cl)cc(-c2ccccc2)c1C#N (stereo not given) | -1% | 0% | 0
COc1cccc(N2CCN(C(=O)CCS(=O)(=O)c3ccc4c(c3)CC(=O)N4C)CC2)c1 | 14% | 0% | -9
Cc1cccc(C(=O)Nc2cc3c(cc2C)n(C)c(=O)n3C)c1 | 5% | -3% | 6
COc1ccc(-c2nc(SCC(=O)c3ccc(Br)cc3)n[nH]2)cc1 | -12% | -13% | -14
CN(C)S(=O)(=O)c1ccc2c(c1)N(CC(=O)Nc1ccc(F)cc1)C(=O)CS2 | 5% | 4% | -1
COc1ccc(C)cc1NC(=O)COCc1cc(-c2cccs2)on1 | -7% | -2% | -7
COc1ccc(-n2ncc3c(NC(C)(C)CO)ncnc32)cc1 | 23% | -6% | -6
COc1ccc(C2C(C(N)=O)=C(C)Nc3nc(-c4ccccc4Cl)nn32)cc1 (stereo not given) | u | -3% | -10
CC(=O)c1ccc(N2CCN(C(=O)Cn3ncc4c3-c3ccccc3OC4)CC2)cc1 | 0% | 11% | 2
COCC(C)NC(=O)c1cc2c(=O)n3cccc(C)c3nc2s1 (stereo not given) | -24% | 0% | -7
CC(C)CCNC(=O)Cc1ccc(NC(=O)N2CCCCc3ccccc32)cc1 | u | 7% | 8

Full records as entered above:
`COCC(C)NC(=O)c1cc2c(=O)n3cccc(C)c3nc2s1` (stereo not given) is entered as KB-V1 cytotox: -24%; KB-3-1 tox: 0%; DRD3 agonist: -7
`Cc1cccc(C(=O)Nc2cc3c(cc2C)n(C)c(=O)n3C)c1` is entered as KB-V1 cytotox: 5%; KB-3-1 tox: -3%; DRD3 agonist: 6

The list continues:
SMILES | KB-V1 cytotox | KB-3-1 tox | DRD3 agonist
COc1cc(Nc2nc3ccc(Cl)cc3nc2-n2nc(C)cc2C)cc(OC)c1 | -2% | 3% | -5
O=C(NC1CCCCC1)c1ccc(CSc2nc3ccncc3n2Cc2ccccc2F)cc1 | 29% | 1% | -8
COc1ccc2c(c1)cc1c(=O)n(CC(=O)NC(C)C)nc(C)n12 | u | -3% | -7
CCS(=O)(=O)N1CCc2cc(C(=O)Nc3ccc(C(=O)OC)cc3)ccc21 | -3% | -9% | -23
Cc1cccc(N(C)S(=O)(=O)c2cc3c(cc2Cl)NC(=O)CO3)c1 | 19% | -4% | 8
Cc1ccc(CCNC(=O)NCc2noc3ccccc23)cc1 | u | 0% | -1
Cc1ccc2c(c1)c(=O)c(C(=O)c1ccccc1)cn2Cc1ccccc1F | u | u | -9
CC(C)(C)OC(=O)N1CCC(c2c(C(=O)NC3CCN(Cc4ccccc4)CC3)cnn2-c2cccc(F)c2)CC1 | 6% | 1% | -19
CCOC(=O)c1cccc(NC(=O)C2Cc3ccccc3N2C(=O)c2ccccc2)c1 (stereo not given) | -14% | 0% | -6
Clc1cccc(-n2ncc3c(NCCc4ccccc4)ncnc32)c1 | -9% | -21% | 14
CC1(C)C(=O)N(CC(=O)Nc2ccc(Cl)cc2)c2ccccc21 | u | -7% | 6
CC(C)Oc1ccc(C(=O)Nc2nc3c(s2)CC(C(C)(C)C)CC3)cc1 (stereo not given) | 10% | -27% | -1
Cc1cc2c(cc1S(=O)(=O)N(CCO)Cc1ccccc1)OCC(=O)N2 | u | 0% | 0
Cc1cccc(C2C=C(c3ccc(F)cc3)Nc3nc4ccccc4n32)c1 (stereo not given) | -19% | u | -2
COc1ccccc1CCN1COc2c(cc3c(C)c(C)c(=O)oc3c2C)C1 | -10% | -7% | -33
COc1ccc(-c2cc(C)nc3c(-c4ccc(OC)c(OC)c4)c(C)nn23)cc1 | -16% | 2% | 25
Cc1cccc(NC(=O)c2cc(-c3ccc4c(c3)OCCO4)on2)c1 | -22% | u | -18
